Bioassay records (PubChem BioAssay)
Rac1 wt modul – human Rac1 wildtype GTP binding, inhibitors and activators | P63000 | GST-Rac1 beads, fluorescent GTP binding, flow cytometry; actives lie on both sides; 0 = cold GTP competed, 100 = untreated | GTP binding activity (% of control), % at 10 µM | hit rate 0.27% among 190,000;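 active = GTP binding activity at least 20 points away from the 100% control level, either lower or higher; inconclusive = compound flagged as likely green fluorescent, judged across all proteins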
Avidin bead fluor – avidin bead compound fluorescence profile; Avidin beads, compound fluorescence 488/530 nm, flow cytometry; stronger effect = higher value; fluorescence (KMESF) at 10 µM; hit rate 0.38% among 220,000; in the data active = fluorescence above about 47; also: inactives centre near 10
Cdc42 wt GTP – changes GTP binding to wildtype human Cdc42 | P60953 | GST-Cdc42 beads, Bodipy-GTP binding, flow cytometry; actives lie on both sides | percent activity (GTP binding), % at 10 µM | hit rate 0.2% among 190,000 | AID 761;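 active = percent activity GTP binding at least 20 points away from the 100% baseline, either down as inhibitor or up as activator; inconclusive = compound flagged as likely green fluorescent from well-wide comparison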;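 also: median bead fluorescence of bound Bodipy-FL-GTP at 100 nM; 0% = excess unlabeled GTP control and 100% = no compound control; below 100% means less GTP binding so inhibitor and above means activator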
Target sequence (P60953 whole entry, looked up): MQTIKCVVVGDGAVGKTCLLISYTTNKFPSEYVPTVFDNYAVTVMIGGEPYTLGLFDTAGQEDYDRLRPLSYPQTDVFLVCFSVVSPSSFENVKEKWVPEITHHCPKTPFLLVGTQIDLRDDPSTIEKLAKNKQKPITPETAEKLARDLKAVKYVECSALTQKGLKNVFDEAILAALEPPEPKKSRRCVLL
Mcl-1 Bim block – inhibitors of Bim-Mcl-1 interaction, human | Bead-based flow cytometry, Bim peptide-Mcl-1 binding | Q07820 | inhibition, % at 10 µM | hit rate 0.1% among 190,000; in the data active = inhibition above about 40%;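 also: 0% = no compound tracer wells and 100% = peptide blocker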
Target sequence (Q07820 whole entry, looked up): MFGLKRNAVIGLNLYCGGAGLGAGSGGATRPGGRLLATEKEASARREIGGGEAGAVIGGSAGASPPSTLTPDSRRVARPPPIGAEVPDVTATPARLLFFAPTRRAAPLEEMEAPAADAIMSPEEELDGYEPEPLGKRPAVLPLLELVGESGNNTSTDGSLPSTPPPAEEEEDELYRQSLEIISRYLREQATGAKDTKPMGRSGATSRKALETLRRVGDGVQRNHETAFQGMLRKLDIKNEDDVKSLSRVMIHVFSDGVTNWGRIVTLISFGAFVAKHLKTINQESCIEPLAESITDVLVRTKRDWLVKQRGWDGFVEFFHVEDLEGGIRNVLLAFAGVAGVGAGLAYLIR
HRas wt GTP bind – human HRas wildtype GTP binding, change in either direction; GST-Ras wt beads, Bodipy-FL-GTP binding, flow cytometry; actives lie on both sides; AID 759; GTP binding activity, % at 10 µM; hit rate 0.14% among 190,000;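 active = GTP binding activity at least 20% away from the 100% baseline, either lowered as inhibitor or raised as activator; inconclusive = flagged as likely green fluorescent, judged across all proteins in the well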;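 also: 0% = unlabeled GTP competition control and 100% = no-compound control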
Target sequence (P01112 whole entry, looked up): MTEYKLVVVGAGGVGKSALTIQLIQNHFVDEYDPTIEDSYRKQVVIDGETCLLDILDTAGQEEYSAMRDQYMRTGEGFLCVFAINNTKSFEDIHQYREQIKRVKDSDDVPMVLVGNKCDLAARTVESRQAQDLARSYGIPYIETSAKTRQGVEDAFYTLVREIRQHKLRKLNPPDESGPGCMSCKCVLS
Rab7 wt GTP bind – dog Rab7 wildtype GTP binding, inhibitors and activators. GST-Rab7 beads, fluorescent GTP binding, flow cytometry; actives lie on both sides; untreated = 100%, excess cold GTP = 0%. GTP binding activity (percent of control), % at 10 µM. hit rate 0.055% among 190,000;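 active = fluorescent GTP binding to Rab7 beads changed by at least 20 points from the 100% baseline, either direction, mostly lower; inconclusive = compound itself probably fluorescent, or too few beads counted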;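 also: median green fluorescence of bound Bodipy-FL-GTP per Rab7 bead population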
Mcl1-Noxa inh – Mcl-1/Noxa interaction inhibition; inhibition, % at 21.7 µM; TR-FRET Mcl-1/Noxa peptide binding, 2 h; Q07820; hit rate 1.5% among 220,000; AID 1022;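 active = compounds that cut the protein-peptide binding signal by more than 50% relative to plate controls in a single-dose test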;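 also: His-tagged Mcl-1 with rhodamine Noxa BH3 peptide and terbium anti-His antibody; 0% = Mcl-1 plus Noxa peptide wells and 100% = peptide-only wells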
Rac1 act GTP bind – modulators of GTP binding to human Rac1 activated mutant | P63000 | GST-Rac1 activated beads, fluorescent GTP binding, flow cytometry; actives lie on both sides; 100% means binding = to untreated wells | percent activity (GTP binding), % at 10 µM | hit rate 0.11% among 190,000 | AID 764;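 active = GTP binding at least 20 percentage points away from the 100% baseline, in either direction, so actives lie on both sides; inconclusive = Compound likely fluorescent itself, or too few beads counted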
Pf gametocyte – kills late stage P. falciparum gametocytes; AID 743093; inhibition, % at 10.9 µM; P. falciparum stage V gametocytes, ATP luminescence, 24 h; hit rate 0.065% among 150,000;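 active = inhibition above the mean plus 3 SD of compounds within the control limits, set per campaign, cut at about 38% in these data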;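 also: 0% = DMSO wells and 100% = medium only without gametocytes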
Mcl1 Bid PPI – disrupts binding of human Mcl-1 to Bid peptide. Q07820. TR-FRET Mcl-1/Bid-Dy647 peptide binding, 1536-well. inhibition, % at 21.7 µM. hit rate 0.97% among 220,000;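 active = compounds that cut the binding signal by more than half at the single screening dose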;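 also: His-tagged Mcl-1 with europium anti-His antibody binding Bid BH3 peptide; 0% = Mcl-1 plus peptide wells and 100% = peptide-only wells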
Rab2 wt GTP – changes GTP binding to wildtype dog Rab2A, up or down. GTP binding activity, % at 10 µM. P61105. GST-Rab2 wt beads, Bodipy-GTP binding, flow cytometry. hit rate 0.19% among 190,000;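 active = GTP binding activity at least 20 points away from 100%, either lowered or raised; inconclusive = signal likely due to the compound's own green fluorescence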;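 also: 0% = beads with excess unlabeled GTP and 100% = no-compound control corrected for plate trend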
Active calls of the source: *; & = joins results of further samples; ! = not active in a repeat. Not a hit list; any-hit rate near 2.7%.

Results for COc1ccc(C(=O)N2CCN(c3ccc(C)cc3)CC2)cc1OC ?
Rac1 wt modul: 105; Avidin bead fluor: 9; Cdc42 wt GTP: 105; Mcl-1 Bim block: -1; HRas wt GTP bind: 106; Rab7 wt GTP bind: 111; Mcl1-Noxa inh: 4; Rac1 act GTP bind: 100; Mcl1 Bid PPI: -36; Rab2 wt GTP: 105

How did COc1ccc(-n2c(=S)[nH]c3cc(C(=O)NCCCN4CCCC4=O)ccc3c2=O)cc1 do in these assays?
Rac1 wt modul: inconclusive; Avidin bead fluor: 14; Cdc42 wt GTP: inconclusive; Mcl-1 Bim block: -2; HRas wt GTP bind: inconclusive; Rab7 wt GTP bind: inconclusive; Mcl1-Noxa inh: 24; Rac1 act GTP bind: inconclusive; Mcl1 Bid PPI: -33; Rab2 wt GTP: inconclusive

How did COC(=O)C1(C(=O)OC)Sc2ccccc2C1=O do in these assays?
Rac1 wt modul: 94; Avidin bead fluor: 19; Cdc42 wt GTP: 96; Mcl-1 Bim block: -1; HRas wt GTP bind: 94; Rab7 wt GTP bind: 90; Mcl1-Noxa inh: 12; Rac1 act GTP bind: 94; Mcl1 Bid PPI: -32; Rab2 wt GTP: 93

What do the screens show for `Cc1ccc(CCNC(=O)CC2Oc3ccc(C)cc3NC2=O)cc1` (configuration not stated)?
Rac1 wt modul: 101; Avidin bead fluor: 8; Cdc42 wt GTP: 100; Mcl-1 Bim block: 0; HRas wt GTP bind: 100; Rab7 wt GTP bind: 97; Mcl1-Noxa inh: 19; Rac1 act GTP bind: 96; Mcl1 Bid PPI: 2; Rab2 wt GTP: 99

Results for COc1ccc(Br)cc1CN(C)CC(=O)Nc1c(Cl)ccc(C)c1Cl ?
Rac1 wt modul: 104; Avidin bead fluor: 10; Cdc42 wt GTP: 99; Mcl-1 Bim block: -5; HRas wt GTP bind: 99; Rab7 wt GTP bind: 98; Mcl1-Noxa inh: 21; Rac1 act GTP bind: 100; Mcl1 Bid PPI: -9; Rab2 wt GTP: 98

What do the screens show for `CC(C)CC(NS(=O)(=O)c1ccc2c(c1)oc(=O)n2C)C(=O)N1CC=C(c2ccccc2)CC1` (configuration not stated)?
Rac1 wt modul: 105; Avidin bead fluor: 5; Cdc42 wt GTP: 102; Mcl-1 Bim block: -3; HRas wt GTP bind: 102; Rab7 wt GTP bind: 100; Mcl1-Noxa inh: 30; Rac1 act GTP bind: 100; Mcl1 Bid PPI: -13; Rab2 wt GTP: 102

What do the screens show for `CCOc1ccc(Cl)cc1S(=O)(=O)NCc1cccnc1`?
Rac1 wt modul: 99; Avidin bead fluor: 6; Cdc42 wt GTP: 96; Mcl-1 Bim block: -3; HRas wt GTP bind: 99; Rab7 wt GTP bind: 101; Mcl1-Noxa inh: 3; Rac1 act GTP bind: 96; Pf gametocyte: -2; Mcl1 Bid PPI: 9; Rab2 wt GTP: 98

How did Fc1ccccc1CN1CCCN(C(=S)Nc2cccc(Cl)c2)C1 do in these assays?
Rac1 wt modul: 103; Avidin bead fluor: 14; Cdc42 wt GTP: 100; Mcl-1 Bim block: -1; HRas wt GTP bind: 101; Rab7 wt GTP bind: 97; Mcl1-Noxa inh: 5; Rac1 act GTP bind: 100; Pf gametocyte: 23; Mcl1 Bid PPI: -23; Rab2 wt GTP: 102

How did CCOC(=O)c1sc(C)c2c1NC(C)(c1cccc3ccccc13)NC2=O (configuration not stated) do in these assays?
Rac1 wt modul: 104; Avidin bead fluor: 10; Cdc42 wt GTP: 102; Mcl-1 Bim block: -5; HRas wt GTP bind: 100; Rab7 wt GTP bind: 98; Mcl1-Noxa inh: 7; Rac1 act GTP bind: 101; Pf gametocyte: -36; Mcl1 Bid PPI: -7; Rab2 wt GTP: 102

What do the screens show for `COc1ccc(NC2=NC3(CCCCC3)N=C(N)N2)cc1`?
Rac1 wt modul: 93; Avidin bead fluor: 14; Cdc42 wt GTP: 95; Mcl-1 Bim block: -3; HRas wt GTP bind: 95; Rab7 wt GTP bind: 94; Mcl1-Noxa inh: 14; Rac1 act GTP bind: 93; Mcl1 Bid PPI: 16; Rab2 wt GTP: 93

How did Cn1c(=N)n(CC(=O)c2cccs2)c2ccccc21 do in these assays?
Rac1 wt modul: 93; Avidin bead fluor: 25; Cdc42 wt GTP: 99; Mcl-1 Bim block: -2; HRas wt GTP bind: 96; Rab7 wt GTP bind: 98; Mcl1-Noxa inh: 16; Rac1 act GTP bind: 92; Pf gametocyte: 8; Mcl1 Bid PPI: -16; Rab2 wt GTP: 96

How did CC1(C)C(c2ccco2)=[N+]([O-])C2(CCCCC2=O)N1O (configuration not stated) do in these assays?
Rac1 wt modul: 101; Avidin bead fluor: 22; Cdc42 wt GTP: 98; Mcl-1 Bim block: -2; HRas wt GTP bind: 100; Rab7 wt GTP bind: 98; Mcl1-Noxa inh: -1; Rac1 act GTP bind: 95; Mcl1 Bid PPI: -17; Rab2 wt GTP: 99

What do the screens show for `CNC(=S)N/N=C(\C)c1ccc(N2CCOCC2)cc1`?
Rac1 wt modul: 100; Avidin bead fluor: 3; Cdc42 wt GTP: 100; Mcl-1 Bim block: 18; HRas wt GTP bind: 97; Rab7 wt GTP bind: 100; Mcl1-Noxa inh: 29; Rac1 act GTP bind: 99; Pf gametocyte: 21; Mcl1 Bid PPI: -40; Rab2 wt GTP: 96

Results for Cc1ccc2c(c1)C(=O)c1c(C(=O)O)cccc1-2 ?
Rac1 wt modul: 100; Avidin bead fluor: 12; Cdc42 wt GTP: 95; Mcl-1 Bim block: -1; HRas wt GTP bind: 98; Rab7 wt GTP bind: 99; Mcl1-Noxa inh: 13; Rac1 act GTP bind: 94; Pf gametocyte: 18; Mcl1 Bid PPI: 0; Rab2 wt GTP: 98

What do the screens show for `COc1ccc(OCCOC(=O)Nc2ccccc2)cc1`?
Rac1 wt modul: 93; Avidin bead fluor: 7; Cdc42 wt GTP: 94; Mcl-1 Bim block: 0; HRas wt GTP bind: 94; Rab7 wt GTP bind: 91; Mcl1-Noxa inh: 0; Rac1 act GTP bind: 91; Mcl1 Bid PPI: 1; Rab2 wt GTP: 91

How did Cc1cccc(NC(=O)c2oc3c(c2C)C(=O)CC(C)(C)C3)n1 do in these assays?
Rac1 wt modul: 108; Avidin bead fluor: 15; Cdc42 wt GTP: 105; Mcl-1 Bim block: 1; HRas wt GTP bind: 103; Rab7 wt GTP bind: 99; Mcl1-Noxa inh: -5; Rac1 act GTP bind: 101; Mcl1 Bid PPI: 3; Rab2 wt GTP: 100

How did Cc1cc(C)c[n+](-c2nc3ccccc3nc2C(=C=[N-])C#N)c1 do in these assays?
Rac1 wt modul: 97; Avidin bead fluor: 24&3; Cdc42 wt GTP: 97&98; Mcl-1 Bim block: 46*!; HRas wt GTP bind: 97; Rab7 wt GTP bind: 95; Mcl1-Noxa inh: 23&22; Rac1 act GTP bind: 95&96; Mcl1 Bid PPI: -30&-41; Rab2 wt GTP: 95&97

How did Cn1nc(C(=O)NNc2c(F)c(F)cc(F)c2F)c2ccccc2c1=O do in these assays?
Rac1 wt modul: 96; Avidin bead fluor: 6; Cdc42 wt GTP: 94; Mcl-1 Bim block: -3; HRas wt GTP bind: 95; Rab7 wt GTP bind: 96; Mcl1-Noxa inh: 13; Rac1 act GTP bind: 94; Mcl1 Bid PPI: -3; Rab2 wt GTP: 94

Results for COCCN=c1scc(-c2cc(OC)ccc2OC)n1/N=C/c1c[nH]c2ccccc12 ?
Rac1 wt modul: 105; Avidin bead fluor: 2; Cdc42 wt GTP: 100; Mcl-1 Bim block: 0; HRas wt GTP bind: 98; Rab7 wt GTP bind: 97; Mcl1-Noxa inh: 35; Rac1 act GTP bind: 99; Pf gametocyte: -9; Mcl1 Bid PPI: -14; Rab2 wt GTP: 98

What do the screens show for `O=C(CSc1nc2ccccc2c(=O)n1CCC(=O)N1CCN(c2ccccc2)CC1)NCC1CCCO1` (configuration not stated)?
Rac1 wt modul: 101; Avidin bead fluor: 14; Cdc42 wt GTP: 101; Mcl-1 Bim block: 0; HRas wt GTP bind: 101; Rab7 wt GTP bind: 96; Mcl1-Noxa inh: -1; Rac1 act GTP bind: 97; Pf gametocyte: 6; Mcl1 Bid PPI: -19; Rab2 wt GTP: 101

What do the screens show for `O=C(COC(=O)C1CC(=O)N(c2nc(-c3ccccc3)cs2)C1)c1ccccc1` (configuration not stated)?
Rac1 wt modul: 102; Avidin bead fluor: 8; Cdc42 wt GTP: 102; Mcl-1 Bim block: 0; HRas wt GTP bind: 102; Rab7 wt GTP bind: 97; Mcl1-Noxa inh: 0; Rac1 act GTP bind: 98; Pf gametocyte: -4; Mcl1 Bid PPI: -4; Rab2 wt GTP: 101

Results for CCN(C(=O)CSc1nc2cc(C(F)(F)F)ccc2n1Cc1ccccc1)C1CCS(=O)(=O)C1 (configuration not stated) ?
Rac1 wt modul: 99; Avidin bead fluor: 7; Cdc42 wt GTP: 94; Mcl-1 Bim block: 0; HRas wt GTP bind: 98; Rab7 wt GTP bind: 96; Mcl1-Noxa inh: 22; Rac1 act GTP bind: 100; Pf gametocyte: 6; Mcl1 Bid PPI: -15; Rab2 wt GTP: 99

Results for O=C(c1cnn2c(C(F)F)cc(C3CC3)nc12)N1CCCC1 ?
Rac1 wt modul: 105; Avidin bead fluor: 4; Cdc42 wt GTP: 101; Mcl-1 Bim block: 0; HRas wt GTP bind: 103; Rab7 wt GTP bind: 99; Mcl1-Noxa inh: -9; Rac1 act GTP bind: 100; Pf gametocyte: 4; Mcl1 Bid PPI: -7; Rab2 wt GTP: 101

Results for COc1ccc2c(C)c(C(=O)O)oc2c1 ?
Rac1 wt modul: 98; Avidin bead fluor: 14; Cdc42 wt GTP: 97; Mcl-1 Bim block: 3; HRas wt GTP bind: 96; Rab7 wt GTP bind: 92; Mcl1-Noxa inh: 3; Rac1 act GTP bind: 95; Mcl1 Bid PPI: -9; Rab2 wt GTP: 94

Looked up by structure from the entries so far:
Results for O=C(c1cnn2c(C(F)F)cc(C3CC3)nc12)N1CCCC1 ?
Rac1 wt modul: 105; Avidin bead fluor: 4; Cdc42 wt GTP: 101; Mcl-1 Bim block: 0; HRas wt GTP bind: 103; Rab7 wt GTP bind: 99; Mcl1-Noxa inh: -9; Rac1 act GTP bind: 100; Pf gametocyte: 4; Mcl1 Bid PPI: -7; Rab2 wt GTP: 101

Results for CCN(C(=O)CSc1nc2cc(C(F)(F)F)ccc2n1Cc1ccccc1)C1CCS(=O)(=O)C1 (configuration not stated) ?
Rac1 wt modul: 99; Avidin bead fluor: 7; Cdc42 wt GTP: 94; Mcl-1 Bim block: 0; HRas wt GTP bind: 98; Rab7 wt GTP bind: 96; Mcl1-Noxa inh: 22; Rac1 act GTP bind: 100; Pf gametocyte: 6; Mcl1 Bid PPI: -15; Rab2 wt GTP: 99
